Bioassay records (PubChem)
Tb PGK inh – T. brucei PGK inhibition; AID 602233; P07378; Potency, µM (top dose mostly 57.5 µM), for inactives: top-dose activity change, negative = inhibition, most hits filed as inhibitors; 380,000 compounds, 0.043% hits; PGK/GAPDH coupled, Kinase-Glo luminescence, 60 min; further: potency means the concentration at half of the fitted maximal effect; on the % scale 0 is the no-effect control and ±100 the full control effect; nearly all actives have a fitted effect of over 60% in size
Target sequence (P07378 whole entry, looked up): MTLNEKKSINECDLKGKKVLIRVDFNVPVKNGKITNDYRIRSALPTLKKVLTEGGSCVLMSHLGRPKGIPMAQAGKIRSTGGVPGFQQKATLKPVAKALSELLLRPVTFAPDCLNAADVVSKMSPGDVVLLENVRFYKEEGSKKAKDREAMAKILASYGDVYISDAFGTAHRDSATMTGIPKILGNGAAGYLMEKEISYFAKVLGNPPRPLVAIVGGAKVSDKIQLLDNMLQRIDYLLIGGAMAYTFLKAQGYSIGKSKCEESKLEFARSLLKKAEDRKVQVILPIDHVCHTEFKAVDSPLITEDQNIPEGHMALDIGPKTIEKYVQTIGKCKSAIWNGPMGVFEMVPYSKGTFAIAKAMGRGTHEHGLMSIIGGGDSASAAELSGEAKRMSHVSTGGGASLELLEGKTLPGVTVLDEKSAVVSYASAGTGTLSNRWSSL
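Recombinant glycosomal PGK reaction used 1,3-bisphosphoglycerate generated in-well by GAPDH (100nM final) in 100mM TEA pH 7.6, 5mM MgCl2, 0.01% Tween-20. After 60 minutes at room temperature, ATP was read by Kinase-Glo Plus luminescence end-point.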
PI4K2A inh – inhibitors of human PI4K2A. purified PI4K2A, ADP-Glo luminescence, 1 h; active compounds read low. activity change, negative = inhibition, % at 76.9 µM. 420,000 compounds, 0.13% hits. AID 1346378; in the data active means activity change below about -50%; inconclusive means mostly about -30% to -49%;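 further: -100% = wells without enzyme as full effect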
Target sequence (Q9BTU6 whole entry, looked up): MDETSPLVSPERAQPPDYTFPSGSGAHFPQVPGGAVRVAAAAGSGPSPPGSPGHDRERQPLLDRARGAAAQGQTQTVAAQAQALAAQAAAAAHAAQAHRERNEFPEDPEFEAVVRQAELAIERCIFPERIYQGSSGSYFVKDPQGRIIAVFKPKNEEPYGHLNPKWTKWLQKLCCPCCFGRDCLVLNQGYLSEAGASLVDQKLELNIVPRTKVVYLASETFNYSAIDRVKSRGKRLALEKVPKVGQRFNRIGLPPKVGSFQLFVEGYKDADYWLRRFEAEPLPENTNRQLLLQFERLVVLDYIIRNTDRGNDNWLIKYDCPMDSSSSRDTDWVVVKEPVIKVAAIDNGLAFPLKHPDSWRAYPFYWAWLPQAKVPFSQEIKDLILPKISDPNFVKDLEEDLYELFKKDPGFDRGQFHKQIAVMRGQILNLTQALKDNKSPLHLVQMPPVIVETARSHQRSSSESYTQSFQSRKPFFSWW
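In this quantitative HTS, ADP production by PI4K2A was quantified luminescently after 1 h at ambient temperature; 100 microM adenosine served as plate-quality control.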
BAZ2B inh – BAZ2B (human) inhibition; 360,000 compounds, 4.4% hits; AlphaScreen BAZ2B-H3K14Ac peptide displacement; Q9UIF8; AID 504333; Potency, µM (series often up to 114 µM), for inactives: at the top dose activity change, negative = inhibition, hits mostly inhibitors; further: potency means the concentration at half of the fitted maximal effect; on the % scale 0 is the no-effect control and ±100 the full control effect; nearly all actives have a fitted effect of over 60% in size
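AlphaScreen displacement: compounds (up to 110uM) incubated 30 min at room temperature with a preformed 50 nM BAZ2B/50 nM biotinylated H3K14Ac peptide complex in PBS pH 7.4 with Tween-20. Donor and acceptor beads at 10 ug/mL final added, 20 min light-protected before reading.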
ERG-DNA inh – ERG Ets/DNA interaction inhibition; P11308; AID 624246; Potency, µM (titrated, usually from 76.9 µM), without a hit: at the highest dose FP activity, negative = inhibition, actives largely listed as inhibitors; 370,000 compounds, 0.028% hits; fluorescence polarization, His-ERG Ets domain / labelled DNA; active means well fitted inhibition curve with a large enough effect in the polarisation, with a control signal flat; inconclusive means small, poorly fitted or top-dose-only effect, or effect the other way, or a change in a side signal; inactive means no such curve, though single readings can be large or run the other way; the % refers to the polarisation;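 further: polarization taken with two DNA probes labelled with fluorescein and Texas red; potency means the concentration at half of the fitted maximal effect; % of control where 0% means no effect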
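His-tagged ERG Ets domain (1 uM in the protein solution; 300mM KCl, 50mM Tris-HCl, 1mM EDTA, 1mM DTT, pH 7.5) received compound, then a probe mix of 5 nM fluorescein-DNA and 100nM Texas-615-DNA. Fluorescence polarization was read for both dyes.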
HP1b binding inh – blocks HP1-beta chromodomain binding to methylated histone tails; Potency, µM (top dose mostly 114 µM), for the others: at the highest dose activity change, negative = inhibition, most hits filed as inhibitors; AID 540317; AlphaScreen HP1-beta / biotin-H3K9me3 peptide binding; 390,000 compounds, 0.56% hits; further: potency means the concentration at half of the fitted maximal effect; nearly all actives have a fitted effect of over 70% in size; inactives centre near 23
Target sequence (P83916 whole entry, looked up): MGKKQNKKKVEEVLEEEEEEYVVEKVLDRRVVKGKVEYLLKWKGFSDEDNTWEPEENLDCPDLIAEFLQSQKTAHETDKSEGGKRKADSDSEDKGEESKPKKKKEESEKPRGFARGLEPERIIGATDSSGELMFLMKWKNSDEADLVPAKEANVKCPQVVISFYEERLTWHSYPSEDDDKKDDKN
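HP1-beta protein (50 nM final) preincubated 30 min at room temperature with biotinylated H3(1-18)K9me3 peptide (50 nM) in PBS pH 7.4, 0.01% Tween-20, then compound added for 30 min. AlphaScreen streptavidin donor/nickel chelate acceptor beads (10 ug/mL final), 30 min dark, luminescence read.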
G9a block – blocks human histone lysine methyltransferase G9a; Q96KQ7; G9a H3K9 monomethylation, AlphaScreen, 2 h; Potency, µM (top dose mostly 102 µM), for inactives: at the highest dose activity, negative = inhibition, most hits filed as inhibitors; 350,000 compounds, 8.8% hits; further: potency means the concentration at half of the fitted maximal effect; on the % scale 0 is the no-effect control and ±100 the full control effect; nearly all actives have a fitted effect of over 75% in size
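G9a (20 nM) preincubated 15 min RT with compounds, then 500 nM biotinylated H3K9 peptide and 20 uM SAM added; 2 h RT reaction. Monomethyl-H3K9 product detected by AlphaScreen with anti-H3K9me1 antibody, streptavidin donor and anti-rabbit IgG acceptor beads.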
JMJD2A Tudor inh – JMJD2A Tudor domain (human) inhibition | Potency, µM (top dose mostly 114 µM), without a hit: at the top dose activity change, negative = inhibition, most hits filed as inhibitors | 390,000 compounds, 4.4% hits | AlphaScreen JMJD2A-Tudor / H3K4me3 peptide binding; further: potency means the concentration at half of the fitted maximal effect; on the % scale 0 is the no-effect control and ±100 the full control effect; nearly all actives have a fitted effect of over 50% in size
GLS inhibitor – inhibitors of human glutaminase (GLS). O94925. GLS enzymatic activity, qHTS titration. 410,000 compounds, 0.21% hits. Potency, µM (doses to about 45.5 µM), without a hit: top-dose activity change, negative = inhibition, usual class: inhibitors; further: potency means the concentration at half of the fitted maximal effect; on the % scale 0 is the no-effect control and ±100 the full control effect
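hKGA; 45 mM KH2PO4 pH 8.2 + 0.02% Tween-20; cpd via pin tool; 1 mM Gln soln; GluOx/HRP/Amplex Red; RT 30 min; fluor. t0 & final.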
Pin1 inh – human Pin1 inhibition | AID 504891 | Potency, µM (top dose mostly 115 µM), for inactives: at the top dose activity, negative = inhibition, most hits filed as inhibitors | 390,000 compounds, 0.009% hits | Pin1 FP peptide displacement, HiFluor488, 10 min; active means well fitted inhibition curve with a large enough effect in the polarisation, with a control signal flat, not every such curve was filed as active; inconclusive means small, poorly fitted or top-dose-only effect, or effect the other way, or a change in a side signal; inactive means no such curve, though single readings can be large or run the other way; the % refers to the polarisation; further: potency means the concentration at half of the fitted maximal effect; on the % scale 0 is the no-effect control and ±100 the full control effect
An asterisk follows results filed as active; i = inactive; ? = inconclusive; nt = not tested or not shown; & = joins results of further samples; [ ] = remark or other dose. Unless noted, the call rests on the fitted dose curve; in most records, active means well fitted curve in the direction sought with a large enough effect; inconclusive means small, poorly fitted or top-dose-only effect, or another doubt; inactive means no such curve, though single readings can be large; an effect the other way counts as inactive or inconclusive.

SMILES	Tb PGK inh	PI4K2A inh	BAZ2B inh	ERG-DNA inh	HP1b binding inh	G9a block	JMJD2A Tudor inh	GLS inhibitor	Pin1 inh
COC(=O)c1cc(NC(=O)c2ccc(Cn3cc(Cl)cn3)o2)cc(C(=O)OC)c1	i	3	9%	0%	8%	1%[12.7 µM]	-13%	2%	18%
CCOC(=O)N1CCN(C(=O)C2CCC(=O)N(CCCN3CCCC3=O)C2)CC1 (stereo unspecified)	4%	4	0%	3%	22%	13%	-13%	1%	0%
Cc1nc(CN(C)C(=O)C2CCC(=O)N(CCc3cccc(F)c3)C2)cs1 (stereo unspecified)	-2%	1	2%	-6%	36%	62%[activator]	-11%	0%	-17%
COc1ccc(C(=O)/C=C/N(C)C)cc1OC	-2%	-8	-1%	-1%	31%	-5%[59 µM]	-4%	3%	2%
CC(=O)N1CC(C)c2scc(C)[n+]2-c2ccccc21 (stereo unspecified)	8%	-2	-3%	-3%	-5%	?	-2%	-13%	-9%
Cc1ccc(S(=O)(=O)N2CCCN(c3nc4cc(C)ccc4cc3C#N)CC2)cc1	nt	2	57%[activator]	nt	104%[activator]	76%[activator][59 µM]	50%[activator]	4%	?
CCCCOCCCNC(=O)CCCOc1ccccc1	i	-1	0%	3%	2%	-13%[12.7 µM]	?	2%	0%
O=C(CN(C(=O)CCC(=O)Nc1nccs1)c1ccc2c(c1)OCO2)NCC1CCCO1 (stereo unspecified)	-8%	3	?	-1%	0%	-3%[59 µM]	-2%	0%	-4%
COC(=O)c1c(C)oc2ccc(N(C(=O)c3ccncc3)S(=O)(=O)c3cc(C)c(C)cc3C)cc12	-3%	1	-26%	4%	12%	10µM*	-31%	0%	14%
CCOc1ccc(NC(=O)CCc2nnc3ccc(N4CCC5(CC4)OCCO5)nn23)cc1	-1%	-3	-9%[57.1 µM]	-4%	41%[activator]	9%	-23%	6%	-3%

Entries listed so far marked active in G9a block.
SMILES	Tb PGK inh	PI4K2A inh	BAZ2B inh	ERG-DNA inh	HP1b binding inh	G9a block	JMJD2A Tudor inh	GLS inhibitor	Pin1 inh
COC(=O)c1c(C)oc2ccc(N(C(=O)c3ccncc3)S(=O)(=O)c3cc(C)c(C)cc3C)cc12	-3%	1	-26%	4%	12%	10µM*	-31%	0%	14%

Continuation:
SMILES	Tb PGK inh	PI4K2A inh	BAZ2B inh	ERG-DNA inh	HP1b binding inh	G9a block	JMJD2A Tudor inh	GLS inhibitor	Pin1 inh
CC1CCCN(c2ccc(/C=C(\C#N)c3nn(-c4ccccc4)c(N)c3C#N)cc2[N+](=O)[O-])C1 (stereo unspecified)	-4%	0	?	-18%	-26%	22µM*	?	-1%	-12%
COC(=O)C1=C(C)N(Cc2ccccc2)C(=NCc2cccc(Cl)c2)N[C@H]1c1cccc(F)c1	0%	-1	-6%	-1%	3%	nt	-22%	-6%	3%
COCCCNC(=O)C(F)(F)C(F)(F)C(=O)NCCCOC	-1%	-18	-2%	9%	-3%	-23%	-20%	7%	-5%
Cc1ccc(OCC(=O)OCC(=O)Nc2sccc2C(N)=O)cc1C	-3%	6	11%	-3%	19%	?	-25%	3%	-1%
O=c1oc(-c2ccccc2NS(=O)(=O)c2ccccc2)nc2ccccc12	-8%	-2	-4%	2%	15%	-2%[12.7 µM]	-15%	9%	1%
COC(=O)C1=C(C)NC(C)=C(C(=O)OC)C1c1cc2ccc(C)cc2[nH]c1=O	-2%	-1	-7%	3%	62%[activator]	?	-17%[57.1 µM]	4%	1%
Cc1ccc(-c2nnn(CC(=O)NC3CCCc4ccccc43)n2)cc1 (stereo unspecified)	-6%	3	-2%	6%	25%	0%	-6%	-3%	-1%
Cc1cc(NC(=O)CSc2nc(=O)cc(N)n2-c2ccc(F)cc2)no1	-7%	4	-21%	2%	30%	25%	3%	-6%	7%
Cc1cc(C(=O)N/N=C2\CCCC(=O)C2)c2ccccc2n1	-10%	6	5%	-4%	19%	15%[59 µM]	-6%	65%[activator]	?
COC(=O)c1nnn(CC(=O)Nc2ccc(C)c(F)c2)c1C(=O)OC	-1%	5	13%	9%	20%	26%[59 µM]	-7%	8%	0%
COc1cc(/C=C2\S/C(=N/S(=O)(=O)c3ccccc3)NC2=O)c([N+](=O)[O-])cc1OC	-6%	-6	-30%	2%	-24%	-20%[59 µM]	?	75%[activator]	?
Clc1ccc(C2Nc3cccc4cccc(c34)N2)cc1Cl	i	-6	?	-3%	0%	nt	-12%	9%	1%
COCc1nnc(NC(=O)c2ccco2)s1	-10%	-5	0%	4%	62%[activator]	-5%	-5%[57.1 µM]	-13%	-1%
Cc1cc2cc(CNC(=O)C(C)Oc3ccccc3)ccc2n1C (stereo unspecified)	-9%	-4	?	?	4%	-27%	-35%	4%	-3%
COCC(=O)Nc1cc(=O)n(C)c(=O)n1C	-8%	2	33%[activator]	0%	25%	-26%	-14%	0%	-8%
COCCCNC(=O)c1sc2nc(C)c(C(=O)Nc3ccc(C)cc3C)c(-c3ccc(Br)cc3)c2c1N	-8%	-28	15%	4%	50%[activator]	4%[59 µM]	-5%	14%	22%
Oc1ccc2ccccc2c1CN1CCN(c2ccccc2F)CC1	-3%	-4	10%	-8%	73%[activator]	28µM*	-6%	0%	-6%
CC1CCCN(C(=O)COC(=O)c2ccc[nH]c2=O)C1 (stereo unspecified)	-1%	5	1%	3%	11%	-68%	-19%	-10%	-7%
COC(=O)Cn1cnc2c(nnn2Cc2ccc(Cl)cc2)c1=O	-9%	2	9%	-9%	12%	-25%	-11%	-2%	-4%
O=C(CCCOc1ccc(Cl)cc1Cl)Nc1ccc(O)cc1C(=O)O	-5%	-6	-11%	7%	58%[activator]	0%	-3%	25%	-3%
CCOC(=O)c1cnc(SC)nc1Oc1cccc(NC(=O)c2ccc(Cl)cc2)c1	-7%	-8	13%	-6%	57%[activator]	10%	5%	1%	2%
CC(=O)OC(C(=O)N1CCN(c2ccccc2F)CC1)c1ccccc1 (stereo unspecified)	5%	4	4%	3%	39%[activator]	6%	2%	-6%	4%
O=C(c1ccc(N2CCN(C3CC(=O)N(Cc4cccs4)C3=O)CC2)cc1)c1cccnc1 (stereo unspecified)	-1%	0	-24%	-5%	55%[activator]	-47%	-13%	-3%	2%
O=C1NC2(CCCc3ccccc32)C(=O)N1Cc1nnc(-c2ccccc2Br)o1 (stereo unspecified)	-2%	6	0%	-12%	28%	16%[59 µM]	-15%	-2%	5%
COc1ccc(N2CC(C(=O)N[C@@H](C)C(=O)N[C@H](CO)c3ccccc3)CC2=O)cc1 (stereo partly specified)	i	9	-25%	-11%	32%[activator]	5.6µM*	-5%	-8%	-18%
Cc1ccc(N2C(=O)CC(N3CCN(S(=O)(=O)c4ccccc4)CC3)C2=O)c(C)c1 (stereo unspecified)	10%	-5	-14%	5%	34%	-15%	-16%	3%	-6%
CC(Cc1cccs1)NC(=O)Nc1ccccc1 (stereo unspecified)	-9%	4	6%	-6%	20%	21%	3%	-8%	0%
CC(=O)Nc1ccc(NC(=O)CSC2=NCCS2)cc1	3%	-8	-1%	-2%	58%[activator]	?	3%	4%	8%
COc1ccc(NC(=O)N2CCN(Cc3nc4ccc(C)cc4o3)CC2)cc1OC	-8%	-9	-18%	1%	26%	12%[59 µM]	-6%	17%	-5%
O=C(Nc1cccc(F)c1)C1CCCN(S(=O)(=O)c2cccc3cccnc23)C1 (stereo unspecified)	-4%&-3%	6&-2	-4%&-3%	-8%&1%	36%&46%[activator]	39%	-14%&-8%	-10%&3%	1%&1%
Cc1ccc(-n2c(C)cc(C(=O)CN3CCCCC3)c2C)cc1	4%	-6	-37%	3%	-2%	2%[59 µM]	-25%	11%	6%
C[C@@H]1CN([C@H](C)CO)C(=O)c2cc(NC(=O)Nc3ccc(C(F)(F)F)cc3)ccc2O[C@H]1CN(C)Cc1ccc(Cl)c(Cl)c1	-8%	0	nt	1%	28%	nt	-29%	1%	17%
O=C(Nc1ccc(F)c([N+](=O)[O-])c1)c1cccs1	i	9	-12%	-5%	13%	-23%	-24%	2%	9%
Cc1c(OCC(=O)NCc2cccnc2)ccc2c3c(c(=O)oc12)CCCC3	0%	-11	-14%	11%	45%[activator]	-6%	-9%	-3%	-2%
CCCSc1nnc2c(n1)OC(c1cccs1)Nc1ccc(Br)cc1-2 (stereo unspecified)	-9%	-1	-33%	-3%	27%	?	?	8%	-2%
CCOc1ccc(S(=O)(=O)N(CC(=O)NCc2ccccc2OC)c2ccccc2)cc1	-2%	2	1%	1%	19%	-5%[59 µM]	10%	8%	-5%
Cc1ccc(C)c(Cn2c(=O)n(Cc3ccc(C(=O)NC4CCN(Cc5ccccc5)CC4)cc3)c(=O)c3ccccc32)c1	1%	-2	-1%	-5%	32%	-8%[59 µM]	-4%	6%	-4%
Cc1ccc2c(c1)nnn2C1CCN(CC(=O)N2CCN(c3ccc(F)cc3)CC2)CC1	i	-2	-4%	12%	60%[activator]	-1%[12.7 µM]	-24%	24%	0%
CCCc1ccc(-c2csc(NC(=O)Cc3cccs3)n2)cc1	-2%	0	-26%	-7%	17%	-17%	-18%	1%	?
O=C(c1cc(-c2ccc(O)cc2)on1)N1CCN(c2ccc(F)cc2)CC1	10%	3	?	-2%	9%	nt	?	9%	4%
COc1ccc(Sc2nc(-c3ccccc3)ncc2OC)cc1	-9%	3	3%	-23%	46%[activator]	3%	-1%	-5%	0%
